miR-122 sensor – inhibitors of miR-122 in Huh7 cells. Huh7 miR-122 Renilla luciferase sensor, 48 h; neutral wells = 0, positive control = 100. activation (reporter increase), % at 12.5 µM. hit rate 0.3% among 340,000;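 active = mean replicate activation score at least 90 and every replicate individually at or above 90; inconclusive = only one of the two criteria met; inactive = neither criterion met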;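 note: higher luciferase means less miR-122 activity so hits act as miR-122 inhibitors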
EWS-Fli inh – inhibitors of EWS/Fli oncoprotein transcriptional activity; hit rate 0.67% among 350,000; inhibition, % at 12.6 µM; A673 NR0B1-luciferase reporter, viability-normalised;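 active = mean inhibition of at least 50% after viability correction, with every replicate also passing that limit; inconclusive = mean reaches 50% but only one of two replicates passes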;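 note: firefly luciferase signal divided by Alamar Blue viability fluorescence both relative to DMSO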
INS-1E GSIS act – primary screen for activators of insulin secretion dependent on glucose, INS-1E cells, GLuc reporter luminescence; INS-1E GLuc reporter insulin secretion, 2-3 h; hit rate 0.61% among 370,000; activation, % at 16.6 µM;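 active = lowest replicate activation of at least 40%, so every replicate reaches that level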;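 note: 0% = median of neutral control wells and 100% = median of IBMX positive control wells; some compounds called inactive have numbers as strong as hits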
DENV2 CPE – inhibitors of DENV2 cytopathic effect | CPE inhibition, % at 9.99 µM | AID 651640 | DENV2-infected cells, cytopathic effect rescue, plate reader | hit rate 1.7% among 350,000; in the data active = CPE inhibition above about 20%, passing the limit was not always enough; inconclusive = no clear call, values can overlap the other calls; tested in BHK-21 cells;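 note: 0% = median of neutral control wells and 100% = median of positive control wells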
PAX8 reporter – lowers PAX8-driven luciferase in RMG-I cells; RMG-I TPO-luciferase reporter, SteadyGlo, 24 h; inhibition, % at 12.6 µM; hit rate 1.2% among 360,000; AID 652154;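 active = mean replicate inhibition at least 60% with every replicate also reaching 60%; inconclusive = only one of the two criteria is met; inactive = mean below 60% and not all replicates reaching 60%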;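 note: luciferase light reporting Pax8 driven TPO promoter activity; plate controls were median of neutral control wells for no effect and mitoxantrone controls for full effect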
FN deposit inh – fibronectin deposition inhibition. AH1F fibroblasts, Alexa488-fibronectin deposition fluorescence, overnight. inhibition, % at 12.6 µM. hit rate 0.086% among 350,000. AID 743247;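 active = mean inhibition across replicates of 30% or more, regardless of how many single replicates reach that level; inconclusive = mean under 30% yet at least half of replicates reach 30%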;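 note: positive control wells lacked labelled fibronectin entirely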
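Material – AH1F fibroblast monolayer, labelled fibronectin deposition · Reagent – labelled fibronectin 24 nM · Timing – 1 h adhesion, overnight exposure · Measured by – fluorescence at 485 nm excitation, 525 nm emission · Read-out – inhibition of fibronectin deposition signal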
CFTR F508del cor – CFTR F508del correction in bronchial cells; CFBE cells, YFP halide quenching; stimulated with forskolin plus potentiator P3; % fluorescence drop versus neutral controls; activity (quench increase), % at 7.58 µM; hit rate 0.36% among 350,000; AID 720511;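 active = mean added fluorescence quench of at least 8% versus neutral control, with both replicates also reaching 8%; inconclusive = only one of the mean or replicate conditions met; inactive = mean below 8% and not both replicates reaching 8%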;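 note: cells transiently co-express mutant CFTR-F508del with the halide-sensitive YFP; corrector assay measuring rescue of mutant channel to the surface after 24 h compound exposure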
The depositor's hits bear a star; u = inconclusive; x = no result given; & = joins results of further samples; [ ] = another dose, or the depositor's remark. Hits appear at their usual frequency (roughly 3.9% active in at least one column).

Molecule	miR-122 sensor	EWS-Fli inh	INS-1E GSIS act	DENV2 CPE	PAX8 reporter	FN deposit inh	CFTR F508del cor
O=C(c1ccc(F)c(S(=O)(=O)N2CCOCC2)c1)N(c1ccccc1)c1ccccn1	3	-3	16	-2	-4	-1	-0.3
CC(C)C(=O)Nc1c2c(nn1-c1ccc(F)cc1)CS(=O)(=O)C2	x	11	1	0	-1	-2	0.0
O=C(Cn1c(=O)oc2cc(S(=O)(=O)N3CCCC3)ccc21)N1CCCC1	-2	1	-3	5	1	0	0.1
CN(C)/C=C/c1onc(-c2ccccc2Cl)c1C#N	x	-62	14	0	-103	2	4.6
CN(Cc1ccccc1)C(=O)c1ccc(Nc2nc(C(N)COCc3ccccc3)cs2)nc1 (stereo not given)	x	4	24	-14	8	x	-1.0
COc1ccc(C(=O)CSc2nnc3ccc(-c4ccccn4)nn23)cc1	-5	0	13	3	1	-7	-1.8
O=C(NNc1nc(N2CCCC2)nc(N2CCCC2)n1)c1ccccc1	x	-5	-32	-4	15	-7	-8.2
COc1ccc(Nc2ccc(N3C(=O)CCC3=O)cc2[N+](=O)[O-])cn1	-1	6	36	5	17	-5	0.1
COc1ccc(NC(=O)Cc2nnc(N)s2)cc1	x	9	-3	-3	0	x	0.5
COc1cccc(C(=O)Nc2nnc(S(=O)(=O)N(C)Cc3ccc(F)cc3)s2)c1	3	-23	-27	0	24	-10	0.1
COc1ccc(/C=N/NC(=O)c2ccc(Br)cc2)c(OC)c1	-4	1	-15	-1	-6	-4	0.9
CC(=O)Nc1ccc(NC(=O)C(C)n2c3ccccc3c3nc(=O)cc(C)n32)cc1 (stereo not given)	x	-1	6	-7	18	-4	-0.1
O=C(CN1C(=O)CC(c2ccccc2)=Nc2ccccc21)NC1CCCCC1	-5	x	x	x	20	3	x
N#Cc1ccc(C(=O)OCCc2cc3ccccc3c(=O)o2)cc1	x	-5	1	-15	16	-3	0.8
O=C(/C=C/Nc1ccc(S(=O)(=O)Nc2ncccn2)cc1)c1cccs1	0	1	0	4	-10	6	-1.4
CCS(=O)(=O)c1ccc2c(c1)N(S(=O)(=O)c1ccccc1)CC(C(=O)O)O2 (stereo not given)	0	x	x	x	0	-4	x
Cc1ccccc1OCCC(=O)OCC(=O)NNC(=O)c1cccs1	-4	-5	-4	-5	-10	1	2.0
CNC[C@H]1OCCCC[C@@H](C)Oc2ccc(NC(=O)c3ccncc3)cc2C(=O)N([C@@H](C)CO)C[C@@H]1C	1[16.7 µM]	-7	35	-4	-1	x	0.5
CCOC(=O)c1c(NC(=O)/C=C/C(=O)O)sc(C)c1-c1ccc(Cl)cc1	x	24	5	-1	-7	-10	0.7
c1coc(CSc2ncnc3c2oc2ccccc23)c1	-7	-73	x	-6	-55	1	-4.4
C[C@@H]1CN([C@@H](C)CO)C(=O)c2cc(NC(=O)Nc3ccc(F)cc3)ccc2O[C@@H](C)CCCCO[C@H]1CN(C)CC1CCCCC1	-18[16.7 µM]	11	-19	-7	-3	x	-1.6
Cc1ccc(N(CC(=O)NCCSc2nc3ccccc3s2)S(=O)(=O)c2ccccc2)c(C)c1	5	-18	3	-13	28	-11	-0.7
CC(C)Cn1c(SCC(=O)N2CCN(C(=O)c3ccco3)CC2)nc2ccccc2c1=O	x	0	4	-2	3	-2	-0.8
COc1cccc(/C=N/NC(=O)C(C)n2nc(C)c([N+](=O)[O-])c2C)c1O (stereo not given)	x	6	29	3	-1	14	x
CC1CN(C(=O)CN(C)S(=O)(=O)c2ccc3ccccc3c2)CC(C)O1 (stereo not given)	-6	6	10	0	21	-1	1.9
CCc1ccc(NC(=O)CC2C(=O)Nc3c2c(=O)n(C)c(=O)n3C)cc1 (stereo not given)	0	x	3	x	x	1	x
COc1ccc(Cc2nnc(NC(=O)c3ccc(OC)c(OC)c3)s2)cc1OC	-8	-2	7	x	0	-2	0.1
CCOC(=O)c1nn(-c2ccccc2)c2nc(-c3ccc(OC)cc3)c(C#N)c(=O)n12	5	-1	7	3	29	0	-1.5
C[C@H](CO)N1C[C@H](C)[C@H](CN(C)C(=O)Nc2ccc(F)cc2)OCCCC[C@H](C)Oc2ccc(NS(=O)(=O)c3cn(C)cn3)cc2C1=O	-5[16.7 µM]	5	-7	-2	1	-6	2.2
O=C(Cc1ccncc1)N1CC(=O)N2[C@H](CO)[C@H](c3ccc(-c4cccc(F)c4)cc3)[C@@H]2C1	x	-3	4	1	1	x	2.8
CCCCNC(=O)CSc1nc(COc2ccccc2)nc2ccccc12	x	-2	2	-1	-19	2	-0.5
O=C(Nc1ccccc1)c1cc(C2CCCCN2C(=O)OCCF)on1 (stereo not given)	-4	-22	27	-2	-20	-1	0.6
Cc1cc(=O)oc2cc(OCC#N)ccc12	x	-4	17	17	-2	-3	-1.1
S=C1Cc2ccccc2C(c2ccc(Cl)cc2)N1 (stereo not given)	-2	-5	-1	-1	10	-9	1.2
c1csc(CCNc2ncnc3sc4c(c23)CCC4)c1	-4	17	x	9	39	2	3.3
Cc1ccc(P(=Nc2ccccc2)(N2CCOCC2)N2CCOCC2)o1	-4	-15	9	-3	x	x	1.4
O=c1c(Cl)c(NC2CC2)cnn1-c1ccccc1	x	-36	10	4	-68	x	1.0
O=C(COC(=O)/C=C/c1cccc(C(F)(F)F)c1)NCc1ccc(F)cc1	x	x	8	x	-20	5	x
CNC(=O)C[C@@H]1CC[C@@H]2[C@@H](COc3ccc(NC(=O)Cc4cccs4)cc3C(=O)N2C)O1	-38[16.7 µM]	-4	-3	-1	0	0	1.9
C[C@@H]1CN([C@H](C)CO)C(=O)c2cccc(NS(C)(=O)=O)c2O[C@@H]1CN(C)C(=O)Nc1ccc2c(c1)OCO2	4[16.7 µM]	-5	-1	-12	x	x	-3.1
CS(=O)(=O)NCc1ccc(C(=O)NCc2ccccc2)cc1	-1	x	-1	x	x	-8	x
Cc1cc(C)n(CC(=O)N/N=C/c2cc(Br)cc([N+](=O)[O-])c2O)n1	x	9	-9	3	7	-12	x
COc1cccc(S(=O)(=O)Nc2ccc3c(c2)[C@@H]2C[C@@H](CC(=O)N4CCCCC4)O[C@H](CO)[C@@H]2O3)c1	6[16.7 µM]	-2	6	-5	-9	x	0.7
COc1ccc(C2=NOC(Cn3nc(-c4ccccc4)cc3C(=O)NCc3cccs3)C2)cc1 (stereo not given)	62	-36	-22	-4	3	6	4.1
COc1ccccc1NC(=O)N(C)C[C@@H]1OCc2cnnn2CCCC(=O)N([C@@H](C)CO)C[C@H]1C	-3	15&8&2	8&-10	1&-1&-2	9&-1	-8&0	-0.5&0.6&-3.4
CCCNC(=O)C[C@@H]1CC[C@@H]2[C@@H](COc3ccc(NC(=O)c4cc(C)on4)cc3C(=O)N2C)O1	-3[16.7 µM]	5	2	-8	5	4	-0.2
O=C(c1ccccc1)N1CC[C@@H]2[C@H]1c1cc(C#Cc3cccc(F)c3)ccc1N[C@@H]2CO	-5[16.7 µM]	-3	15	43*	-3	13	1.9
C[C@@H]1CCCCO[C@@H](CN(C)C(=O)Nc2ccccc2)[C@H](C)CN([C@@H](C)CO)C(=O)c2cc(NC(=O)CCCN(C)C)ccc2O1	3[16.7 µM]	-4	15	-8	-39	3	0.1
C[C@H](CO)N1C[C@H](C)[C@H](CN(C)C(=O)C2CC2)Oc2cc(-c3cncnc3)ccc2S1(=O)=O	-3[16.7 µM]	15	16	x	x	4	-1.4
C[C@@H](NC(=O)[C@@H]1[C@@H](CO)[C@@H]2Cn3c(cccc3=O)[C@H]1N2C(=O)C1CC1)c1ccccc1	-5[16.7 µM]	-13	10	-1	x	x	0.8

The list continues.
Molecule	miR-122 sensor	EWS-Fli inh	INS-1E GSIS act	DENV2 CPE	PAX8 reporter	FN deposit inh	CFTR F508del cor
COc1ccc(NC(=O)Cn2nnc(C(=O)NCCc3ccc(OC)c(OC)c3)c2N)cc1	-4	x	x	x	1	-29	x
CCCC(=O)Nc1ccc2c(c1)OC[C@@H](C)N(Cc1ccc(-c3ccccn3)cc1)C[C@@H](C)[C@@H](OC)CN(C)C2=O	-2[16.7 µM]	13	-13	4	x	-16	2.3
NC(=O)CC(NC(=O)Cc1ccc(Br)cc1)c1ccc(NC2CCC2)c([N+](=O)[O-])c1 (stereo not given)	4	-4	x	-11	26	-2	0.3
O=C(c1ccc(F)cc1)N1CCCC(c2nc(-c3cccs3)no2)C1 (stereo not given)	x	5	17	-6	5	-12	-1.1
C[C@H]1CN([C@@H](C)CO)C(=O)Cc2cc(NS(=O)(=O)c3ccccc3)ccc2O[C@H]1CN(C)Cc1ccc(-c2ccccc2)cc1	2[16.7 µM]	-7	5	u	9	x	-2.7
COC(=O)[C@@H]1C[C@H]1[C@@H](NS(=O)(=O)c1ccccc1)c1ccccc1	-7	6	-13	1	-15	-5	0.4
COc1ccc(-c2c(=O)n(OCc3nc4ccccc4[nH]3)c3ccccc3[n+]2[O-])cc1	x	-19	11	0	3	1	-0.4
CCOC(=O)C1CCCCN1Cc1cccc(OCc2ccccc2)c1 (stereo not given)	x	2	5	11	24	-3	1.7
Cc1cc(C(=O)NCc2ccc(F)cc2)c2ccccc2n1	x	2	5	3	16	0	1.6
CCOC(=O)C1=C(COC(=O)Cc2ccccc2F)NC(=O)NC1C (stereo not given)	x	2	42*	4	8	2	0.4
